Eya2 phos inh = Eya2 (human) phosphatase inhibition | recombinant Eya2, OMFP fluorescence dephosphorylation (OMFP is methylfluorescein phosphate) | Potency, µM (doses to about 76.9 µM), without a hit: at the top dose activity, negative = inhibition, most hits filed as inhibitors | 330,000 compounds, 0.006% hits; also: potency is read from the fitted curve at half-maximal effect; % is scaled to controls: 0 for no effect and ±100 for the full control effect
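Eya2 protein (added as 0.2 uM solution) was preincubated with compound for 10 min at ambient temperature in 50 mM HEPES pH 7.5, 50 mM NaCl, 5 uM MgCl2, 0.05% BSA, 1 mM DTT. OMFP (added at 50 uM) then reacted 10 min; fluorescence read at 485/525 nm.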
TSG101-PTAP inh = blocks PTAP/TSG101 interaction to inhibit HIV-1 budding | Fluorescence polarization, FITC-PTAP peptide / Tsg101 binding | 340,000 tested, under 10 active | Potency, µM (series often up to 115 µM), for the others: at the highest dose activity change, negative = inhibition, most hits filed as inhibitors; active = well fitted inhibition curve with a large enough effect in the main read-out, with a control signal flat, not every such curve was filed as active; inconclusive = small, poorly fitted or top-dose-only effect, or effect the other way, or a change in a side signal; inactive = no such curve, though single readings can be large or run the other way; also: potency is read from the fitted curve at half-maximal effect; % of control where 0% means no effect
Target sequence (Q99816 whole entry, looked up): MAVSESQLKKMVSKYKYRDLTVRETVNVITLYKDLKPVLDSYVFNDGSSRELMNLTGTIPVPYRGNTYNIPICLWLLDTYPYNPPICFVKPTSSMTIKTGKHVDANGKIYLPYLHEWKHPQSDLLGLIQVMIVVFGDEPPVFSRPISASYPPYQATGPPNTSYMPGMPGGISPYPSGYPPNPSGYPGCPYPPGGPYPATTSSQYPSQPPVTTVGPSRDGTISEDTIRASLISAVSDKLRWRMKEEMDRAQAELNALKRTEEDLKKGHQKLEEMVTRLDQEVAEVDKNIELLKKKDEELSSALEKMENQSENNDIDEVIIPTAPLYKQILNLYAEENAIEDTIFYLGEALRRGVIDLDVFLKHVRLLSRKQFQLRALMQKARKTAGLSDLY
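Fluorescence anisotropy tracks displacement of a FITC-tagged PTAP peptide (50 nM) from the Tsg101 binding domain (10 uM), following a 20 min room-temperature incubation at pH 7.5.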
BRCA1 expr act = BRCA1 expression activation; MCF7-BRCA1-FFLuc reporter, luminescence, 48 h; response scale: scaled: vehicle 0%, 10 µM genistein 100%; 380,000 compounds, 1.1% hits; Potency, µM (top dose mostly 46.1 µM), for the others: at the highest dose activation, most hits filed as activators; also: potency is read from the fitted curve at half-maximal effect; nearly all actives have a fitted effect of over 80% in size; some results filed as inactive show a strong effect at the top dose
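Using MCF7 cells harboring a BRCA1 firefly luciferase reporter, plated 2 h before compound pinning, the screen measured luminescence after 48 h incubation. Responses were normalized to DMSO and 10 microM genistein, then fitted for concentration-effect.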
uPA generation = inhibitors of cell surface uPA generation. 330,000 compounds, 0.31% hits. AID 540303. cell surface uPA generation assay, qHTS. Potency, µM (top dose mostly 38.3 µM), for the others: at the highest dose activity change, negative = inhibition, hits mostly inhibitors; active = well fitted inhibition curve with a large enough effect; inconclusive = small, poorly fitted or top-dose-only effect; inactive = no such curve, though single readings can be large or run the other way; tested in mouse RAW 264.7 cells; also: potency is read from the fitted curve at half-maximal effect; % is scaled to controls: 0 for no effect and ±100 for the full control effect; nearly all actives have a fitted effect of over 55% in size
ASM inhibitor = blocks human secretory acid sphingomyelinase; P17405; placental ASM, HMU-PC fluorogenic substrate, 60 min; Potency, µM (top dose mostly 57.5 µM), for inactives: at the top dose activity change, negative = inhibition, hits mostly inhibitors; 340,000 compounds, 0.006% hits; AID 504937; also: potency is read from the fitted curve at half-maximal effect
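Human placenta-derived ASM preincubated with compound 10 min at room temperature, then reacted with 9 uM (final) fluorogenic HMU-PC substrate for 60 min at 37 C. Stop solution raises pH to 10; fluorescence read at Ex 386/Em 447 nm.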
USP2a inh = inhibitors of human ubiquitin-specific protease USP2a; O75604; 330,000 compounds, 0.01% hits; USP2 core, Ub-CHOP2 coupled fluorogenic reporter, 485/531; Potency, µM (doses to about 38.3 µM), for the others: at the top dose activity change, negative = inhibition, actives largely listed as inhibitors;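 also: potency is read from the fitted curve at half-maximal effect; plate controls were DMSO wells for no effect and full inhibition by NEM control for full effect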
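Cell-free coupled assay: 10nM USP2 core preincubated 30min RT with compound in Tris-HCl pH 8.0/CaCl2/CHAPS buffer, then 25nM Ub-CHOP2 and 25nM reporter substrate; fluorescence (Ex 485/Em 531) read after 60min RT, normalized to NEM inhibition, concentration-response curves fitted.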
p53 reactivator = restores transcriptional activity of mutant p53; H1299 p53-A138V BP100-luciferase reporter, luminescence, 24 h; 320,000 compounds, 0.063% hits; Potency, µM (top dose mostly 92.2 µM), without a hit: top-dose activity change, positive = activation, usual class: activators; also: potency is read from the fitted curve at half-maximal effect; % of control where 0% means no effect; nearly all actives have a fitted effect of over 45% in size
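p53-null H1299 cells stably carrying temperature-sensitive p53-A138V and a BP100-luciferase reporter were pinned with compounds (4-point, 1:5 series) and held 24 hrs at 37 deg C. Luminescence was read 10 min after detection reagent.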
TRPV1 ag = human TRPV1 agonism | TRPV1-expressing cells, Fluo-8 calcium influx, agonist mode | activation, % at 8.33 µM | 320,000 compounds, 0.19% hits | AID 540275; in the data active = activation above about 80%; inconclusive = between about 30% and that limit; also: 0% is about no effect
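Fluo-8 calcium influx in TRPV1-expressing cells, kinetic read (ex 480/em 520 nm). Compound added and read 3 min for agonist activity, followed by capsaicin at EC20 final and 2 min further read for enhancement.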
ELG1 genotox = inducers of genotoxicity in HEK293T ELG1-luciferase cells | 330,000 compounds, 1.3% hits | Potency, µM (top dose mostly 46 µM), without a hit: top-dose activity change, positive = activation, usual class: activators | HEK293T ELG1-luciferase reporter, luminescence, 16 h | AID 504466; also: potency is read from the fitted curve at half-maximal effect; % of control where 0% means no effect; nearly all actives have a fitted effect of over 60% in size
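After overnight (16 hr) compound treatment at 37 °C, ELG1-luciferase HEK293T cells were lysed with ONE-Glo; luminescence quantified 30 min later at room temperature.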
B2AR arrestin = agonists driving beta-arrestin recruitment to human beta2-adrenergic receptor; Potency, µM (doses to about 46.1 µM), without a hit: at the top dose activation, usual class: activators; 330,000 compounds, 0.02% hits; beta-arrestin recruitment to beta2AR, cell-based reporter; P07550;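 also: potency is read from the fitted curve at half-maximal effect; 0% = DMSO controls and full agonism = EC100 isoproterenol or metaproterenol; nearly all actives have a fitted effect of over 65% in size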
Target sequence (P07550 whole entry, looked up): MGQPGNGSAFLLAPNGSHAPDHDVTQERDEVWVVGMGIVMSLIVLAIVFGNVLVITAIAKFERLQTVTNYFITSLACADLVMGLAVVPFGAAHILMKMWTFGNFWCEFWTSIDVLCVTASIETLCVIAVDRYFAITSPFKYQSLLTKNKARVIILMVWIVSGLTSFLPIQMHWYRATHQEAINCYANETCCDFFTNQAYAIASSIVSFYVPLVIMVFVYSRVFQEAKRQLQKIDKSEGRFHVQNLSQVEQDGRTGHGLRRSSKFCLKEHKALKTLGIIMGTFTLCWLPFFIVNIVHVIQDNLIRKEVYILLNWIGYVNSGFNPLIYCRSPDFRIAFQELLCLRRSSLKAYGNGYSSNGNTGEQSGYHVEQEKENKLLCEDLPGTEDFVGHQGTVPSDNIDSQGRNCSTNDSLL
a7 integrin act = integrin-mediated muscular dystrophy alleviation activation; 350,000 compounds, 0.064% hits; alpha7betagal myoblasts, beta-gal FDG fluorescence, 48 h; Potency, µM (highest dose often 38.3 µM), inactives show at the highest dose activation, most hits filed as activators; AID 624291;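 also: potency is read from the fitted curve at half-maximal effect; 100% = response of the positive control SU9516; nearly all actives have a fitted effect of over 60% in size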
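Alpha7betagal+/- myoblasts (passage 13) were plated 16-24 hr, then exposed to compounds (1:260 dilution of DMSO stock) for 48 hours at 37C. After MPER lysis, β-galactosidase reporter activity was read as FDG fluorescence (ex 480/em 540) after 30 minutes.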
An asterisk follows results filed as active; [ ] = remark or other dose. Unless noted, calls follow the shape of the dose curve; as a rule, active = well fitted curve in the direction sought with a large enough effect; inconclusive = small, poorly fitted or top-dose-only effect, or another doubt; inactive = no such curve, though single readings can be large; an effect the other way counts as inactive or inconclusive. Rows were taken by chance; 2.6% or so of the library scored in one or more.

Results for CC1(C)Cc2cccc(OCC(=O)NCc3ccccc3F)c2O1 ?
Eya2 phos inh: 1%; TSG101-PTAP inh: -7%; BRCA1 expr act: -32%; uPA generation: -5%; ASM inhibitor: 3%; USP2a inh: 0%; p53 reactivator: 2%; TRPV1 ag: inconclusive; ELG1 genotox: 3%; B2AR arrestin: -3.7%; a7 integrin act: -3%

Results for CC(C)Oc1cccc(C(=O)C2CCCN(C(=O)c3ccsc3)C2)c1 (configuration not stated) ?
Eya2 phos inh: 1%; TSG101-PTAP inh: 0%; BRCA1 expr act: 9%; uPA generation: 13%; ASM inhibitor: -1%; USP2a inh: 2%; p53 reactivator: 2%; TRPV1 ag: 17; ELG1 genotox: -2%; B2AR arrestin: 0.1%; a7 integrin act: 11%

Results for CCCC(C)NC(=O)c1ccc(-c2ccccc2)cc1 (configuration not stated) ?
Eya2 phos inh: -1%; USP2a inh: 0%; p53 reactivator: 13%; TRPV1 ag: inconclusive; ELG1 genotox: inconclusive; B2AR arrestin: 0.0%

What do the screens show for `CCNS(=O)(=O)c1ccc(NC(=O)c2ccc(Cn3cc(Br)cn3)o2)cc1`?
Eya2 phos inh: -1%; TSG101-PTAP inh: 1%; BRCA1 expr act: -38%; uPA generation: -3%; ASM inhibitor: -6%; USP2a inh: 1%; p53 reactivator: -12%; TRPV1 ag: 4; ELG1 genotox: -8%; B2AR arrestin: -0.4%; a7 integrin act: -7%

How did Cc1ccc(NC(=O)CNc2ccc(Cl)cc2F)cc1 do in these assays?
Eya2 phos inh: -3%; TSG101-PTAP inh: -1%; BRCA1 expr act: -35%; uPA generation: -1%; ASM inhibitor: 3%; USP2a inh: 4%; p53 reactivator: 10%; TRPV1 ag: 8; ELG1 genotox: 1%; B2AR arrestin: -0.2%; a7 integrin act: -8%

How did COc1ccccc1C(=O)Nc1cccc(SC)c1 do in these assays?
Eya2 phos inh: 3%; TSG101-PTAP inh: -5%; BRCA1 expr act: -40%; uPA generation: -2%; ASM inhibitor: 0%; USP2a inh: 0%; p53 reactivator: inconclusive; TRPV1 ag: 10; ELG1 genotox: inconclusive; B2AR arrestin: -1.5%; a7 integrin act: -22%

What do the screens show for `O=C(Nc1ccc(NC(=O)c2ccccc2O)cc1)Nc1ccc(F)cc1F`?
Eya2 phos inh: -14%; TSG101-PTAP inh: -1%; BRCA1 expr act: -4%; uPA generation: 2%; ASM inhibitor: -1%; USP2a inh: -1%; p53 reactivator: -1%; TRPV1 ag: 5; ELG1 genotox: 0%; B2AR arrestin: 3.3%; a7 integrin act: 11%

Results for O=C(CSc1cccc[n+]1[O-])C12CC3CC(CC(C3)C1)C2 ?
Eya2 phos inh: 3%; TSG101-PTAP inh: 0%; BRCA1 expr act: 31%; uPA generation: -4%; ASM inhibitor: 8%; USP2a inh: 8%; p53 reactivator: 1%; TRPV1 ag: 3; ELG1 genotox: 0%; B2AR arrestin: 0.1%; a7 integrin act: -8%

Results for COc1ccc(-c2nnc(SC)n2C)cc1 ?
Eya2 phos inh: 17%; TSG101-PTAP inh: -6%; BRCA1 expr act: 21%; ASM inhibitor: 3%; USP2a inh: -2%; p53 reactivator: 5%; TRPV1 ag: 1; ELG1 genotox: 7%; B2AR arrestin: -0.5%; a7 integrin act: 1%

How did CCOC(=O)C1CCN(c2c(NCCCN(CC)Cc3ccccc3)c(=O)c2=O)CC1 do in these assays?
Eya2 phos inh: 18%; TSG101-PTAP inh: -2%; BRCA1 expr act: -8%; ASM inhibitor: 2%; USP2a inh: -1%; p53 reactivator: 0%; TRPV1 ag: -4; ELG1 genotox: -1%; B2AR arrestin: 0.2%; a7 integrin act: -7%

Results for CC(=O)N1c2ccc(S(=O)(=O)N3CCCCC3)cc2CC1C(=O)NCc1cccc(Cl)c1 (configuration not stated) ?
Eya2 phos inh: 1%; TSG101-PTAP inh: -5%; BRCA1 expr act: 1%; uPA generation: -10%; ASM inhibitor: -3%; USP2a inh: 4%; p53 reactivator: 3%; TRPV1 ag: 1; ELG1 genotox: 4%; B2AR arrestin: 0.3%; a7 integrin act: 2%

What do the screens show for `Cc1ccc(Cc2nc3ccccc3[nH]2)cc1`?
Eya2 phos inh: 6%; TSG101-PTAP inh: -2%; BRCA1 expr act: 19%; uPA generation: 0%; ASM inhibitor: -1%; USP2a inh: 1%; p53 reactivator: 3%; TRPV1 ag: 18; ELG1 genotox: -2%; B2AR arrestin: 0.2%; a7 integrin act: -22%

How did Cc1cc(=O)oc2cc(OCC(O)CN3CCN(c4ccccc4)CC3)ccc12 (configuration not stated) do in these assays?
Eya2 phos inh: 5%; TSG101-PTAP inh: -12%; BRCA1 expr act: -10%; uPA generation: -5%; ASM inhibitor: 14%; USP2a inh: 2%; p53 reactivator: -8%; TRPV1 ag: 0; ELG1 genotox: 2%; B2AR arrestin: 0.5%; a7 integrin act: -11%

What do the screens show for `CCOC(=O)C1=C(C)NC(=O)NC1c1ccc(OC)c(Cl)c1` (configuration not stated)?
Eya2 phos inh: -4%; TSG101-PTAP inh: -7%; BRCA1 expr act: -19%; ASM inhibitor: 3%; USP2a inh: -2%; p53 reactivator: -5%; TRPV1 ag: 3; ELG1 genotox: 6%; B2AR arrestin: 0.4%; a7 integrin act: 3%[7.66 µM]

How did Cc1ccc(NC(=O)NCc2ccccn2)c(C)c1 do in these assays?
Eya2 phos inh: 0%; TSG101-PTAP inh: -6%; BRCA1 expr act: 20%; uPA generation: 4%; ASM inhibitor: 2%; USP2a inh: 1%; p53 reactivator: 7%; TRPV1 ag: -1; ELG1 genotox: 9%; B2AR arrestin: 0.0%; a7 integrin act: -40%

How did CC(=O)Nc1ccc(C(=O)CSc2nnc(C)o2)cc1 do in these assays?
Eya2 phos inh: 18%; TSG101-PTAP inh: 2%; BRCA1 expr act: 29%; uPA generation: 6%; ASM inhibitor: 5%; USP2a inh: 5%; p53 reactivator: 6%; TRPV1 ag: -1; ELG1 genotox: 8%; B2AR arrestin: -0.7%; a7 integrin act: 3%

How did Cc1ccc(O)c(Sc2cc(C)ccc2O)c1 do in these assays?
Eya2 phos inh: 6%; TSG101-PTAP inh: -6%; BRCA1 expr act: -20%; uPA generation: 6%; ASM inhibitor: -12%; USP2a inh: 3%; p53 reactivator: 7%; TRPV1 ag: 1; ELG1 genotox: -7%; B2AR arrestin: -0.5%; a7 integrin act: -17%

What do the screens show for `Cc1c(Cl)cccc1NC(=O)c1cc(C2CC2)on1`?
Eya2 phos inh: -5%; TSG101-PTAP inh: 1%; BRCA1 expr act: 17%; uPA generation: 7%; ASM inhibitor: -2%; USP2a inh: 4%; p53 reactivator: inconclusive; ELG1 genotox: inconclusive; B2AR arrestin: 0.3%; a7 integrin act: 18%

How did O=C(O)c1ccccc1Nc1cc(Cl)c2nonc2c1[N+](=O)[O-] do in these assays?
Eya2 phos inh: 0%; TSG101-PTAP inh: -6%; BRCA1 expr act: -3%; uPA generation: 6%; ASM inhibitor: -1%; USP2a inh: -1%; TRPV1 ag: 1; ELG1 genotox: 0%; B2AR arrestin: 3.3%; a7 integrin act: 5%

Results for Cc1ccc(NC(=O)C(C)N=C2NS(=O)(=O)c3ccccc32)cc1F (configuration not stated) ?
Eya2 phos inh: 2%; TSG101-PTAP inh: -2%; BRCA1 expr act: 0%; uPA generation: 5%; ASM inhibitor: -1%; USP2a inh: 0%; p53 reactivator: 13%; TRPV1 ag: 8; ELG1 genotox: inconclusive; B2AR arrestin: 0.4%; a7 integrin act: 14%

What do the screens show for `Cc1cccc(C)c1N1CCN(c2n[nH]c(N)n2)CC1`?
Eya2 phos inh: 5%; TSG101-PTAP inh: -2%; BRCA1 expr act: 0%; uPA generation: 4%; ASM inhibitor: 3%; USP2a inh: 2%; p53 reactivator: -3%; TRPV1 ag: -1; ELG1 genotox: 3%; B2AR arrestin: -0.9%; a7 integrin act: -10%

What do the screens show for `NC(=NCc1ccco1)NC(=O)c1ccccc1`?
Eya2 phos inh: -4%; TSG101-PTAP inh: 4%; BRCA1 expr act: 53%; uPA generation: 5%; ASM inhibitor: 3%; USP2a inh: 4%; p53 reactivator: 25%; TRPV1 ag: 4; ELG1 genotox: 10%; B2AR arrestin: 0.0%; a7 integrin act: -18%
